# Nrf2 block: blocks Nrf2 signaling; A549 ARE-Fluc reporter, luciferase luminescence, 18-24 h; Potency, µM (highest dose often 46 µM), for inactives: at the top dose activity change, negative = inhibition, usual class: inhibitors; 360,000 tested, 2.1% active; note: potency is the fitted concentration of half-maximal effect; % is set by controls: 0 for no effect and ±100 for the full control effect; nearly all actives have a fitted effect of over 60% in size
#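 Cells were seeded and rested 2 h, then exposed to compounds for 18-24 h. CellTiter-Fluor was read first as a viability measure. BugLite was added 15 min before the final luminescent read of ARE-luciferase activity in A549 cells.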
# HepG2 viability: HepG2 cytotoxicity, counter-screen for TGF-b inhibitors | 410,000 tested, 0.76% active | Potency, µM (series often up to 46.1 µM), without a hit: top-dose activity change, negative = cytotoxicity, usual class: cytotoxic | HepG2 CAGA-GFP viability, ATP luminescence, 18 h; note: potency is the fitted concentration of half-maximal effect; some results filed as inactive show a strong effect at the top dose
#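 HepG2 CAGA-GFP cells (1000/well, DMEM with 1% FBS) received compound, then TGF-beta at 500 pg/mL final, and were incubated 18 hours at 37 degrees C. Viability was read by CellTiter-Glo luminescence. Media-only wells were set as complete cell-killing and DMSO as no toxicity.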
# TGFb inhibitor: blocks TGF-b signaling; HepG2 CAGA-GFP TGF-b/SMAD3 reporter, GFP fluorescence, 18 h; TGF-beta stimulated, 500 pg/mL final; Potency, µM (series often up to 46.1 µM), inactives show at the top dose activity, negative = inhibition, hits mostly inhibitors; 410,000 tested, 1.2% active; note: potency is the fitted concentration of half-maximal effect; % is set by controls: 0 for no effect and ±100 for the full control effect; nearly all actives have a fitted effect of over 65% in size
#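 Using HEPG2 CAGA-GFP reporter cells at 1000 cells/well, we pinned test compounds, stimulated with recombinant TGF-beta (500 pg/mL final) and measured total well GFP after 18 h.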
# EPAC2 ag: activates human EPAC2 exchange factor. EPAC2 activation, biochemical qHTS; response scale: 100% = 6.5 mM cAMP response. 360,000 tested, 0.079% active. Potency, µM (highest dose often 154 µM), without a hit: at the highest dose activation, hits mostly activators. Q8WZA2. AID 720711; note: potency is the fitted concentration of half-maximal effect; nearly all actives have a fitted effect of over 50% in size
# Target sequence (Q8WZA2 whole entry, looked up): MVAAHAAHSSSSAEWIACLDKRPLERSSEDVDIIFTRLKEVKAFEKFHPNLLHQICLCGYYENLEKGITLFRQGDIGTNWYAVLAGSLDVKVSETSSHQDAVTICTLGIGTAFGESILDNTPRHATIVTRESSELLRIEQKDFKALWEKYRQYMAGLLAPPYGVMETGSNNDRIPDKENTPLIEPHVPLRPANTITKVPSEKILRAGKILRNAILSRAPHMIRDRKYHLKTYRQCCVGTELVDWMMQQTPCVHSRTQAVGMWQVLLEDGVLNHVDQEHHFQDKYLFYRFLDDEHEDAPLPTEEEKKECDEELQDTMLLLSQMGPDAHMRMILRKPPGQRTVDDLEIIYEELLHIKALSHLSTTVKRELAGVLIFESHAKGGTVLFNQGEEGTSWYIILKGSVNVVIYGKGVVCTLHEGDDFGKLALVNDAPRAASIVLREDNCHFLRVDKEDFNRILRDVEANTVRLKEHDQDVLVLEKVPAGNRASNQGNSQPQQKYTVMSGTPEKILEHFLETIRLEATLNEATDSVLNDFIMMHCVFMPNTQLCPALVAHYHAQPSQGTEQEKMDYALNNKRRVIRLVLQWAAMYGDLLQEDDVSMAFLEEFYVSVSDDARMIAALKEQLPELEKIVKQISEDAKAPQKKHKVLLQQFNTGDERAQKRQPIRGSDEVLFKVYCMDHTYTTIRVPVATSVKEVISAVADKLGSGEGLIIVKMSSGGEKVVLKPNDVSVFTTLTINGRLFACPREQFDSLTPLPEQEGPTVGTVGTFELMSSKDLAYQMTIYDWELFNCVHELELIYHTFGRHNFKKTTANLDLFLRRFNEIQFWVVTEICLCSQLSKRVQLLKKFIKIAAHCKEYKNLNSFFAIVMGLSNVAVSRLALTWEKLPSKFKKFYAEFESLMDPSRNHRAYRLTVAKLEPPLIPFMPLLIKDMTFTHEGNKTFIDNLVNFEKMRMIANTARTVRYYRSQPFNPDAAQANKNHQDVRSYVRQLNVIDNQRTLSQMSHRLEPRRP
#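 Nucleotide exchange monitored as fluorescence drop when BODIPY-GDP leaves Rap1B. Reaction: 100 nM EPAC2, 250 nM RAP1B-BODIPY-GDP, 50 uM GDP, room temperature, kinetic read over 30 min. Activity expressed relative to 6.5 mM cAMP.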
# Nrf2 activator: activates Nrf2 signaling. AREc32 ARE-luciferase reporter (MCF7-derived line), luminescence, 24 h. AID 624171. 410,000 tested, 0.31% active. Potency, µM (top dose mostly 46.1 µM), without a hit: at the highest dose activation, usual class: activators; note: potency is the fitted concentration of half-maximal effect; % of control where 0% means no effect; nearly all actives have a fitted effect of over 65% in size
#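 Luciferase luminescence (Steady-Glo, 30 min at room temperature) served as the read-out of ARE activation in AREc32 cells treated with compounds for 24 hr at 37 deg C.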
# A549 viability: A549 cytotoxicity, counter-screen for Nrf2 inhibitors | A549 ARE-Fluc cells, CellTiter-Fluor viability, 18-24 h | AID 504648 | Potency, µM (series often up to 46 µM), for inactives: at the highest dose activity change, negative = cytotoxicity, usual class: inhibitors | 390,000 tested, 0.16% active; note: potency is the fitted concentration of half-maximal effect; % is set by controls: 0 for no effect and ±100 for the full control effect
#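 Cytotoxicity counterscreen: CellTiter-Fluor fluorescence was measured in A549 ARE_Fluc cells after 18-24 h of compound exposure in a concentration series. The subsequent BugLite luminescent read reports ARE-luciferase activity.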
# ATXN viability: viability counter-screen for ATXN expression inhibitors. Potency, µM (highest dose often 56.7 µM), usual class: cytotoxic. S2 cells (HEK-293 line with an ATXN2-luciferase reporter) viability, CellTiter-Fluor protease fluorescence, 24 h. 400,000 tested, 0.49% active. AID 651635; note: potency is the fitted concentration of half-maximal effect; nearly all actives have a fitted effect of over 40% in size
# ATXN2 expr inh: reduces ATXN2 reporter expression in HEK-293 cells; HEK-293 ATXN2-luciferase reporter, luminescence, 24 h; Potency, µM (highest dose often 57 µM), without a hit: at the highest dose activity change, negative = inhibition, hits mostly inhibitors; 360,000 tested, 0.72% active; AID 1745845; note: potency is the fitted concentration of half-maximal effect; % is set by controls: 0 for no effect and ±100 for the full control effect; nearly all actives have a fitted effect of over 55% in size
#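 qHTS (up to 57 uM final) was run with 24 h compound exposure of reporter cells at 37 °C. Each well was multiplexed: SteadyGlo luminescence measured ATXN2-luciferase expression after a fluorogenic Gly-Phe-AFC viability readout (25 uM final).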
# IL-2 act: IL-2 activation; IL-2 activation reporter assay, cell-based qHTS; stimulated with anti-CD3/CD4/CD28 beads; in transgenic mouse T cells; activation, % (series mostly up to about 46 µM); 360,000 tested, 0.065% active; AID 652025; in the data active = activation above about 50%; inconclusive = mostly about 30% to 49%; note: 0% is about no effect
#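 EGFP and DsRed fluorescence is measured by plate cytometry in unstimulated transgenic mouse T cells exposed to compound for 60 minutes, then stimulated 18 hours at 37 degrees C with anti-CD3/anti-CD4 beads plus anti-CD28.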
# Starred values were filed as active, the others as inactive; i = inactive; u = inconclusive; x = not tested or not shown; & = joins results of further samples; [ ] = another dose, or the depositor's remark. Unless noted, calls come from the whole dose curve; as a rule, active = well fitted curve in the direction sought with a large enough effect; inconclusive = small, poorly fitted or top-dose-only effect, or another doubt; inactive = no such curve, though single readings can be large; an effect the other way counts as inactive or inconclusive. Compounds as they come; overall some 4.3% were active at least once.
item	smiles	Nrf2 block	HepG2 viability	TGFb inhibitor	EPAC2 ag	Nrf2 activator	A549 viability	ATXN viability	ATXN2 expr inh	IL-2 act
1	CCC/C(=N\NC(=O)c1ccccc1C)c1ccccc1	4%	-4%	-4%	-2%	4.3%	11%	i	14%	-0.3
2	COc1ccc(C2=Nc3ccccc3NC(=O)C2N(C(=O)c2cnc(C)cn2)c2ccc(N3CCOCC3)cc2)cc1 (configuration not stated)	x	-1%	0%	4%	3.0%	x	u	24%	2.7
3	O=C(CSc1nc2c(oc3ccccc32)c(=O)n1Cc1ccco1)Nc1ccccc1	8%	-4%	-12%	x	-0.6%	2%	i	7%	x
4	Cc1cc(C)cc(NC(=O)C2CCN(S(C)(=O)=O)CC2)c1	-1%	-2%	5%	7%	-0.3%[9.22 µM]	-1%	i	3%	-0.3
5	CN(Cc1ccc(F)cc1)C(=O)CNC(=O)C1CCCCC1	2%	7%	3%	-1%	-0.1%	0%	i	8%	-4.0
6	CCn1c(COc2cccc(C)c2C)nnc1SCC(=O)Nc1cc(C)on1	5%	3%	-27%	10%	0.6%	2%	i	u	0.0
7	O=C(CCn1cncn1)N1CCN(S(=O)(=O)c2ccc(Cl)cc2)CC1	-14%	-1%	5%	8%	-0.5%	2%	i	9%	0.4
8	CCN(CC)c1ccc(S(=O)(=O)N(CC)CC)cc1NC(=O)C1CCCC1	18%	-15%	5%	7%	-0.4%	0%	i	-12%	0.2

# Molecules listed so far containing four or more nitrogen atoms:
item	smiles	Nrf2 block	HepG2 viability	TGFb inhibitor	EPAC2 ag	Nrf2 activator	A549 viability	ATXN viability	ATXN2 expr inh	IL-2 act
2	COc1ccc(C2=Nc3ccccc3NC(=O)C2N(C(=O)c2cnc(C)cn2)c2ccc(N3CCOCC3)cc2)cc1 (configuration not stated)	x	-1%	0%	4%	3.0%	x	u	24%	2.7
6	CCn1c(COc2cccc(C)c2C)nnc1SCC(=O)Nc1cc(C)on1	5%	3%	-27%	10%	0.6%	2%	i	u	0.0
7	O=C(CCn1cncn1)N1CCN(S(=O)(=O)c2ccc(Cl)cc2)CC1	-14%	-1%	5%	8%	-0.5%	2%	i	9%	0.4

# Further results follow:
item	smiles	Nrf2 block	HepG2 viability	TGFb inhibitor	EPAC2 ag	Nrf2 activator	A549 viability	ATXN viability	ATXN2 expr inh	IL-2 act
9	Cn1cc(C(=O)N/N=C/C2=C(N3CCOCC3)C(=C\c3ccccc3)/CC2)ccc1=O	-10%	-7%	1%	13%	4.2%	10%	i	u	24
10	CCCCC[C@@H]1[C@@H]2C(=C(OCC)C[C@@H]3C(=O)N(c4ccccc4)C(=O)[C@H]23)[C@H](c2ccccc2)N1S(=O)(=O)c1ccc(C)cc1	x	-2%	-18%	0%	-1.1%	x	i	-8%	-0.6
11	CCN(CC)c1ccc(/C=N/Nc2nn[nH]n2)cc1	10%	-9%	-26%	1%	-0.7%	2%	u	x	1.8
12	O=C(Nc1ccc(Cl)c(Cl)c1)OCc1cncs1	u	-21%	-4%	-35%[inhibitor]	5.1%	-1%	i	16%	-0.6
13	COc1cc(N=Nc2ccccc2C(=O)O)ccc1O	u	-4%	1%	-3%	-0.6%	-12%	u	x	-2.1
14	COc1ccc(C(CC(=O)N2CCCC2)c2c(OC)cc(OC)c3ccc(=O)oc23)cc1 (configuration not stated)	1%&-8%	1%&-4%	-5%&5%	-3%	0.8%	u	u	-3%	-0.5
15	O=C(COc1ccccc1Cl)Nc1ccc2oc(=O)ccc2c1	-3%	12%	u	-3%	-0.1%	0%	i	16%	-4.0
16	CN(CC(=O)Nc1ccccc1Cl)C(=O)CCSc1ccc(F)cc1	-22%	-39%	-2%	9%	0.6%	8%	i	-14%	1.1
17	Cc1[nH]n(-c2ccc(Cl)cc2)c(=O)c1C(=O)c1ccccc1	21µM*	-29%	u	12%	3.1%	u	u	u	0.6
18	CCCCn1c(N)c(N(CC(C)C)C(=O)c2cccc(S(=O)(=O)N(C)c3ccccc3)c2)c(=O)[nH]c1=O	11%	-20%	0%	-14%	-0.2%	-2%	i	2%	-0.6
19	COc1ccc(CC(=O)OCC(=O)NCCNC(=O)COC(=O)Cc2ccc(OC)cc2)cc1	-15%	-9%	4%	7%	0.2%	2%	i	-10%	-0.2
20	C#CCN(C[C@@H]1[C@@H](OC(=O)NCC2CCCCC2)[C@@H](OC(=O)NCC2CCCCC2)Cn2c(=O)ccc(=O)n21)S(=O)(=O)c1ccc(C)cc1	x	-87%	7.1µM*	6%	u	x	3.5µM*	3.5µM*	-5.0
21	Cc1cccc(N2CCN(c3ccc4cc(S(=O)(=O)N5CCCCC5)ccc4n3)CC2)c1C	-3%	-6%	7%	10%	-0.4%	2%	i	6%	-3.4
22	CN(CC(=O)Nc1ccc(F)cc1)C(=O)c1ccncc1	-3%	-2%	1%	-3%	-0.3%	0%	i	4%	-2.9
23	COc1cccc(S(=O)(=O)Nc2ccc3c(c2)OCCO3)c1	-19%	4%	-4%	19%	2.5%	5%	i	-24%	-0.7
24	COc1cccc(C(=O)C2CCCN(C(=O)CCc3scnc3C)C2)c1 (configuration not stated)	u	-2%	0%	6%	1.8%	-3%	i	-25%	-0.4
25	O=C(OCC(=O)N1CCCc2ccccc21)c1cc(S(=O)(=O)N2CCOCC2)ccc1Cl	11%	-10%	-16%	4%	0.1%	7%	i	2%	-0.2
26	CCCCN(Cc1ccco1)S(=O)(=O)c1csc(C(N)=O)c1	-8%	-17%	-19%	4%	0.0%	1%	i	-11%	-1.7
27	Cc1cc(=O)oc2cc(OCC3CC(c4ccccc4Cl)=NO3)ccc12 (configuration not stated)	x	-9%	u	5%	-0.1%	u	i	48%[activator]	-3.5
28	O=C(CNC(=O)N1CC(=O)Nc2ccccc21)Nc1ccccc1	-1%	-2%	-3%	0%	-0.5%	-2%	i	x	0.6
29	CCOC(=O)C1CCN(C(=O)c2sc3nc(-c4ccccc4)cn3c2C)CC1	27%	-14%	-9%	5%	5.4%	21%	i	5%	0.7
30	COc1cccc(/C=N/n2c(C)nc3ccccc3c2=O)c1O	-4%	-29%	-19%	7%	3.1%	-8%	i	4%	-0.4
31	Cc1ncc(CO)n1Cc1ccc(Cl)cc1	x	0%	-1%	4%	2.9%	x	i	x	-2.8
32	Clc1ccc2nc(C3CCN(Cc4nnnn4C4CCCCC4)CC3)[nH]c2c1	u	-25%	-2%	12%	2.5%	-2%	i	-14%	-2.7
33	Cc1cc(=O)[nH]c(SCC(=O)NC2CCCCC2)n1	8%	-4%	1%	11%	0.3%	2%	i	2%	-0.3
34	C[C@H](NC(=O)c1[nH]cnc1C(=O)Nc1ccccc1)c1ccccc1	-14%	-26%	u	14%	-2.3%	-9%	u	u	-0.1
35	COc1cc2c(cc1OC)C(c1ccccc1)N(C(=O)c1ccco1)CC2 (configuration not stated)	5%	1%	-4%	15%	0.1%	0%	i	0%	-3.5
36	COc1ccc(C(=O)NCCCNC(=O)c2ccccn2)cc1Br	-14%	-7%	0%	6%	0.1%	1%	i	-4%	-0.3
37	CN(C)CCNc1ncnc2c1ncn2[C@H]1CN(Cc2ccc3c(c2)OCO3)C[C@@H](CO)O1	x	2%	-4%	4%	-0.2%	x	i	-10%	1.2
38	O=C(NCCCN1CCOCC1)c1cc2ccccc2oc1=O	6%	-6%	-6%	10%	-0.5%	-2%	x	x	-0.5
39	O=C(NC(=S)N(Cc1ccccc1)Cc1ccccc1)c1ccccc1F	12µM*	-7%	u	21%	7.4%	-19%	i	-25%	-0.9
40	CC(C)(NO)/C(=N/O)c1ccc(Br)cc1	-1%	-2%	-8%	2%	-0.6%	-7%	i	-21%	-3.3
41	CCCn1c2ccc(/C(C)=N\O)cc2c2cc(/C(C)=N/O)ccc21	-14%	2%	12%	-2%	4.6%	-3%	i	0%	-1.6
42	CCOC(=O)N1CCN(C(=O)C2CCN(Cc3ccc(OC)cc3OC)CC2)CC1	8%	-1%	-4%	-5%	-0.6%	9%	i	0%	-1.0
43	O=C(c1ccc2ccccc2n1)N1CCN(S(=O)(=O)c2ccccc2)CC1	2%	-13%	-17%	11%	0.5%	12%	i	x	-0.2
44	CC[C@@H](C)[C@@H]1CN([C@@H](CN2CCC[C@H]2CN2C(N)=NC[C@H]2CC(C)C)C(C)C)C(=N)N1CCc1ccc(Cl)c(Cl)c1	-4%	-43%	-6%	7%	-0.8%	4%	i	5%	0.1
45	COc1ccc(NC(=O)c2ccccc2SC)cc1OC	x	11%	-1%	-3%	0.3%	12%	i	0%	-2.0
46	CCCNS(=O)(=O)c1ccc(CCC(=O)N2CCN(c3ccc(F)cc3)CC2)cc1	u	-15%	-22%	-19%	-0.6%[9.22 µM]	3%	i	-4%	0.1
47	CCCCn1cc(S(=O)(=O)c2ccc(F)cc2)c(=O)c2ccccc21	-12%	0%	18%	x	3.5%	12%	i	8%	x
48	O=C(NC1CCCCCC1)C1C2C=CC3(CN(Cc4cccnc4)C(=O)C13)O2 (configuration not stated)	1%	4%	-1%	12%	0.0%	-2%	i	2%	-2.4
49	O=C(NCCCc1ccccc1)c1ccc([N+](=O)[O-])cc1Cl	u	9%	17%	6%	0.1%	-12%	i	37%	-2.2
50	CCC(NS(=O)(=O)c1ccc2c(c1)Cc1cc(S(=O)(=O)NC(CC)C(=O)O)ccc1-2)C(=O)O (configuration not stated)	13%	-4%	-5%	9%	0.2%	-5%	i	-10%	-0.1
51	Cc1cccc(-c2nc3c4ccccc4nc(NCCc4ccccc4)n3n2)c1	u	-11%	-13%	x	10%	1%	x	x	x
52	O=S(=O)(Cc1ccccc1)NCC1CCCO1 (configuration not stated)	-22%	-3%	26%	7%	-0.3%	2%	i	-6%	-0.1

# Assay outcomes: PubChem BioAssay, National Center for Advancing Translational Sciences (NCATS)
